Screens deposited in PubChem by Broad Institute.
Pf Dd2 inh: P. falciparum Dd2 growth inhibitors, primary screen, SYBR Green fluorescence, single dose replicates; 2.3% of 94,000 active; 72 h; stronger effect = lower value; activity change, % at 10 µM; AID 1159554, 2015; in the data active = activity change below about -80%; inconclusive = no clear call, values can overlap the other calls
C diff HTS: C. difficile growth inhibitors, primary screen, HTS | Clostridium difficile clinical isolate growth, OD600, 24 h; stronger effect = lower value | growth activity, negative = inhibition, % at 16 µg/mL (by protocol) | 0.25% of 86,000 active | AID 1259249, 2017;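 active = mean growth activity at or below -80% and every replicate also at or below -80%; inconclusive = mean at or below -80% but some replicate above -80%; inactive = mean growth activity above -80%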;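 also: 0% = DMSO wells and -100% = levofloxacin 16 µg/mL wells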
KDM4C inh: inhibitors of GASC-1 (KDM4C) histone demethylase, primary screen, biochemical, single concentration HTS; GST-KDM4C 2-372, H3K9me3 peptide, LANCE TR-FRET; AID 720574, 2013; 0.15% of 96,000 active; Lysine-specific demethylase 4C (Homo sapiens), Q9H3R0; inhibition, % at 12.5 µM;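 active = mean replicate inhibition above about 25%, with at least 55% of replicates also reaching it, limit read from the data, passing the limit was not always enough; inconclusive = only one of those two conditions met; inactive = neither condition met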
Target sequence (Q9H3R0 2-372 limits assumed): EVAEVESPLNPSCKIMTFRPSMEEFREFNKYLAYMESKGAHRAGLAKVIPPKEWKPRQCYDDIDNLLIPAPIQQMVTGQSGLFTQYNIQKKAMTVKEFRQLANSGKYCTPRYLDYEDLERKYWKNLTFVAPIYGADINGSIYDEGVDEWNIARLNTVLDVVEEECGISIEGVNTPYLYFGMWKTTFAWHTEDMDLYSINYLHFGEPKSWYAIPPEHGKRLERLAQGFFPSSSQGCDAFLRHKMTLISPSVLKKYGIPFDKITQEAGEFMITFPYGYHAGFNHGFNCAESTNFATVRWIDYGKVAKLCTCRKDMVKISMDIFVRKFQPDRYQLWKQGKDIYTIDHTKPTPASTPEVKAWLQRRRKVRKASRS
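Material: N-terminal GST-fused human GASC-1 (KDM4C) fragment, residues 2-372. Input: 10 nM enzyme. Incubation: enzyme reaction 30 min, then detection 60 min, both room temperature. Doses: one test concentration per compound. Read-out basis: inhibition from TR-FRET ratio decrease. Detection: LANCE TR-FRET, excitation 340 nm, emissions 618 and 671 nm.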
T cruzi growth: T. cruzi intracellular proliferation inhibitors, primary screen, cell-based, beta-gal Tulahuen parasites, NIH3T3 host, luminescence | T. cruzi beta-gal in NIH3T3, GalScreen luminescence, 90 h | inhibition, % at 8.34 µM | 5.9% of 77,000 active | AID 624255, 2012;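 active = mean inhibition above about 93%, with at least 55% of replicates each passing it, limit read from the data, passing the limit was not always enough; inconclusive = only one of those two conditions holds; inactive = neither condition holds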
Numbers without * were called inactive; ? = inconclusive; / = no result given; & = joins results of further samples.

Start of the data: the first eight entries, ahead of the listing:
SMILES | Pf Dd2 inh | C diff HTS | KDM4C inh | T cruzi growth
C[C@@H]1CN([C@H](C)CO)C(=O)CCCn2nncc2CO[C@H]1CN(C)Cc1ccccc1C(=O)O | -11 | / | / | 18
C[C@H](CO)N1C[C@H](C)[C@@H](CN(C)C(=O)Nc2ccc(F)cc2)Oc2c(NS(=O)(=O)c3cn(C)cn3)cccc2C1=O | 3 | 6 | 0.3 | 23
O=C(NC1Cc2ccccc2C1)[C@H]1[C@H](CO)[C@H]2Cn3c(cccc3=O)[C@H]2N1C(=O)C1CCC1 | 34 | 0 | 0.8 | -20
C[C@@H]1CN([C@H](C)CO)C(=O)Cc2cc(NC(=O)Nc3cccc4ccccc34)ccc2O[C@@H]1CN(C)Cc1ccncc1 | 4 | -1 | 2.6 | 71
CS(=O)(=O)N1[C@@H](C#N)[C@@H](c2ccccc2-c2ccccc2F)[C@@H]1CO | 56 | -10 | 1.3 | /
CC(C)c1cn([C@H]2C[C@@H]3O[C@@H](CO)CC[C@@H]3O[C@@H]2CCc2ccc(C#CC3CCCCC3)cc2)nn1 | -72 | -10 | / | /
COc1ccc(-c2ccc([C@H]3[C@H](CO)N4C(=O)CN(Cc5ccccc5)C[C@@H]34)cc2)cc1 | 18 | 0 | -1.8 | /
Cc1ccc(S(=O)(=O)N[C@@H]2CC[C@@H](CCn3cc(C(C)C)nn3)O[C@@H]2CO)cc1 | -6 | -5 | -0.3 | 46

The whole of this part, from the start:
SMILES | Pf Dd2 inh | C diff HTS | KDM4C inh | T cruzi growth
C[C@@H]1CN([C@H](C)CO)C(=O)CCCn2nncc2CO[C@H]1CN(C)Cc1ccccc1C(=O)O | -11 | / | / | 18
C[C@H](CO)N1C[C@H](C)[C@@H](CN(C)C(=O)Nc2ccc(F)cc2)Oc2c(NS(=O)(=O)c3cn(C)cn3)cccc2C1=O | 3 | 6 | 0.3 | 23
O=C(NC1Cc2ccccc2C1)[C@H]1[C@H](CO)[C@H]2Cn3c(cccc3=O)[C@H]2N1C(=O)C1CCC1 | 34 | 0 | 0.8 | -20
C[C@@H]1CN([C@H](C)CO)C(=O)Cc2cc(NC(=O)Nc3cccc4ccccc34)ccc2O[C@@H]1CN(C)Cc1ccncc1 | 4 | -1 | 2.6 | 71
CS(=O)(=O)N1[C@@H](C#N)[C@@H](c2ccccc2-c2ccccc2F)[C@@H]1CO | 56 | -10 | 1.3 | /
CC(C)c1cn([C@H]2C[C@@H]3O[C@@H](CO)CC[C@@H]3O[C@@H]2CCc2ccc(C#CC3CCCCC3)cc2)nn1 | -72 | -10 | / | /
COc1ccc(-c2ccc([C@H]3[C@H](CO)N4C(=O)CN(Cc5ccccc5)C[C@@H]34)cc2)cc1 | 18 | 0 | -1.8 | /
Cc1ccc(S(=O)(=O)N[C@@H]2CC[C@@H](CCn3cc(C(C)C)nn3)O[C@@H]2CO)cc1 | -6 | -5 | -0.3 | 46
CC(=O)N(C)C[C@H]1Oc2ncc(-c3ccc(C(=O)N(C)C)cc3)cc2C(=O)N([C@@H](C)CO)C[C@H]1C | 27 | -2 | -0.5 | -6
O=C(NCC[C@@H]1CC[C@H](NC(=O)C2CCC2)[C@H](CO)O1)c1ccc(F)cc1 | 3 | 1 | 4.1 | /
O=C(C[C@@H]1CC[C@H](NC(=O)CN2CCOCC2)[C@@H](CO)O1)NCCc1ccccc1 | 5 | 3 | 0.4 | -48
CCCNC(=O)[C@H]1[C@H](CO)[C@H]2Cn3c(ccc(-c4cccc(F)c4)c3=O)[C@@H]1N2CCC | 3 | 0 | -0.6 | 22
C[C@H](NC(=O)C[C@@H]1CC[C@@H](NS(=O)(=O)c2cccc(F)c2)[C@@H](CO)O1)c1ccccc1 | 4 | 0 | 0.0 | 30
C[C@H]1CN([C@@H](C)CO)C(=O)c2cc(Br)cnc2O[C@H]1CN(C)C(=O)C1CCC1 | 19&21 | 0 | 0.9 | -1&86
O=C(C[C@@H]1CC[C@H]2[C@@H](COC[C@H](O)CN2C(=O)Nc2ccc(F)cc2)O1)NCCc1ccncc1 | 13 | / | -0.2 | 65
O=C(C1CCCC1)N1CC2(C1)[C@@H](c1ccccc1)[C@@H](CO)N2C(=O)c1cccnc1 | 25 | -3 | -3.7 | /
COc1cccc(S(=O)(=O)N2CC[C@H]3[C@H](CO)Nc4ccc(C#Cc5cccnc5)cc4[C@H]32)c1 | -36 | 2 | 1.5 | /
O=C(Nc1nccs1)[C@H]1[C@H](CO)[C@H]2Cn3c(cccc3=O)[C@@H]1N2C(=O)C1CCCC1 | / | 2 | 0.9 | 53
CCS(=O)(=O)N1CCCCN2[C@H](CO)[C@@H](c3ccc(-c4ccccc4)cc3)[C@@H]2C1 | 5 | -2 | -2.4 | 63
COc1ccc2c3c([nH]c2c1)[C@H](CO)N(Cc1ccc(F)cc1)CC31CCN(C)CC1 | -75 | 6 | 0.2 | /
COCC#Cc1ccc([C@H]2[C@H]3CN(C(=O)NC4CCCC4)CCCCN3[C@H]2CO)cc1 | 16 | -4 | -1.1 | 42
C[C@@H]1CN([C@@H](C)CO)S(=O)(=O)c2ccc(-c3ccccc3)cc2O[C@@H]1CN(C)C(=O)Nc1ccccc1F | -28 | / | 3.3 | -78
CCC(=O)N1C[C@@H](C)[C@@H](OC)CN(C)C(=O)c2cc(NC(=O)NC(C)C)ccc2OC[C@@H]1C | -8 | -3 | -0.3 | -12
CCCNC(=O)N1CCC2(CC1)CN(C(=O)CC)[C@@H](CO)c1[nH]c3cc(OC)ccc3c12 | 19 | 1 | 0.7 | /
O=C(C[C@@H]1CC[C@H](NC(=O)C2CCC2)[C@H](CO)O1)NCC1CC1 | 10 | / | 4.0 | -121
Later entries:
SMILES | Pf Dd2 inh | C diff HTS | KDM4C inh | T cruzi growth
CN(C)CC(=O)N[C@H]1C=C[C@H](CC(=O)NCc2ccccc2F)O[C@H]1CO | 10 | 0 | -1.0 | 4
CO[C@@H]1CN(C)C(=O)c2ccc(NC(=O)C3CC3)cc2OC[C@@H](C)N(C(=O)CN2CCOCC2)C[C@@H]1C | 26 | / | 0.3 | 10
Cc1noc(C)c1NC(=O)Nc1ccc2c(c1)C(=O)N([C@@H](C)CO)C[C@@H](C)[C@H](CN(C)C(=O)Nc1c(C)noc1C)OCCCC[C@H](C)O2 | -32 | 0 | 1.6 | 32
Cc1ccc(-c2ccc3c(c2)O[C@@H](CN(C)Cc2cncnc2)[C@H](C)CN([C@@H](C)CO)S3(=O)=O)cc1 | -64 | 0 | -1.3 | /
C[C@H](CO)N1C[C@H](C)[C@H](CN(C)C(=O)Cc2ccccc2)Oc2ncc(-c3cncnc3)cc2C1=O | 13 | -6 | -0.2 | /
C[C@@H]1CN([C@H](C)CO)S(=O)(=O)c2ccc(-c3ccncc3)cc2O[C@@H]1CN(C)CC1CC1 | -26 | -4 | -1.8 | /
Cc1noc(C)c1NC(=O)Nc1ccc2c(c1)C(=O)N([C@H](C)CO)C[C@@H](C)[C@H](CN(C)Cc1ccncc1)OCCCC[C@H](C)O2 | -3 | -1 | 3.3 | 24
CN1CCN(C(=O)C[C@H]2CC[C@@H]3[C@H](COc4ccc(NC(=O)c5cccs5)cc4C(=O)N3C)O2)CC1 | -5 | 3 | 0.6 | -6
C[C@@H]1CN([C@H](C)CO)C(=O)Cc2cc(NC(=O)Cc3cn(C)c4ccccc34)ccc2O[C@@H]1CN(C)Cc1ccc(Oc2ccccc2)cc1 | -28 | -2 | -1.5 | 59
C[C@@H]1CN([C@H](C)CO)C(=O)c2cc(C#CC3CCCCC3)cnc2O[C@@H]1CN(C)C(=O)c1ccncc1 | -4 | 0 | 0.8 | -71
O=C(N[C@@H]1CC[C@@H](CCn2cc(C3(O)CCCC3)nn2)O[C@H]1CO)C1CCC1 | 14 | -1 | 1.6 | /
COc1ccc(C#Cc2ccc([C@@H]3[C@@H](CO)N4CCCCN(C(=O)Nc5ccccc5F)C[C@H]34)cc2)cc1 | ? | 6 | -2.1 | 103
CCC(=O)N[C@H]1CC[C@H](CC(=O)NCc2cc(F)cc(F)c2)O[C@@H]1CO | 14 | / | -0.3 | -15
Cn1cnc(S(=O)(=O)N[C@H]2CC[C@H](CC(=O)Nc3ccc(-c4ccccc4)cc3)O[C@H]2CO)c1 | -51 | -4 | -0.7 | 21
CN1C[C@H](O)COC[C@H]2O[C@@H](CC(=O)NC3CCCC3)CC[C@@H]21 | 2 | 2 | -3.7 | 10
OC[C@@H]1[C@H](c2ccccc2)[C@@H](CNCC2CCC2)N1CC1CC1 | -24 | 18 | 0.2 | 27
O=C(C[C@H]1C=C[C@@H](NS(=O)(=O)c2ccc(F)cc2)[C@@H](CO)O1)NCCN1CCCCC1 | 15 | -1 | -0.2 | 1
CCNC(=O)C[C@@H]1CC[C@@H]2[C@H](COC[C@H](O)CN2C(=O)C2CCOCC2)O1 | / | -7&-11 | 1.5 | -78
C[C@H](CO)N1C[C@H](C)[C@H](CN(C)Cc2cccnc2)Oc2cc(C#CC3CCCC3)ccc2S1(=O)=O | -37 | 8 | 1.4 | 98*
C[C@@H]1CN([C@@H](C)CO)S(=O)(=O)c2ccc(C3=CCCC3)cc2O[C@H]1CN(C)C(=O)c1ccccc1 | -42 | -1 | -1.1 | 9
C[C@H]1CN([C@@H](C)CO)S(=O)(=O)c2ccc(C#CCC3CCCC3)cc2O[C@@H]1CN(C)Cc1ccc(C(=O)O)cc1 | -34 | -14 | / | -17
COc1ccccc1NC(=O)N1C[C@@H](O)COC[C@H]2O[C@@H](CC(=O)NCCc3ccccc3)CC[C@@H]21 | -22 | / | 0.2 | 58
Cc1ccc(S(=O)(=O)N(C)C[C@H]2Oc3ccc(NC(=O)NC4CCCCC4)cc3C(=O)N([C@H](C)CO)C[C@@H]2C)cc1 | -46 | -7 | -0.7 | -4
CN(C)c1ccc2c(c1)[C@H]1C[C@H](CC(=O)NCc3cccc(F)c3)O[C@@H](CO)[C@H]1O2 | -4 | -11 | 22 | -27
C[C@H](CO)N1C[C@H](C)[C@@H](CN(C)C(=O)Nc2ccccc2)Oc2cc(-c3cccc(C(=O)N(C)C)c3)ccc2S1(=O)=O | -10 | 3 | -1.3 | 50
Remaining list, next part:
SMILES | Pf Dd2 inh | C diff HTS | KDM4C inh | T cruzi growth
C[C@@H]1CCCCO[C@H](CN(C)Cc2ccc(C(=O)O)cc2)[C@@H](C)CN([C@@H](C)CO)C(=O)c2cc(NC(=O)Nc3cccc4ccccc34)ccc2O1 | 17 | 4 | 0.4 | 18
CO[C@@H]1CN(C)C(=O)c2ccc(NS(=O)(=O)c3ccc(C)cc3)cc2OC[C@H](C)N(C(=O)NC(C)C)C[C@@H]1C | / | / | 0.0 | -1
C[C@@H]1CN([C@H](C)CO)C(=O)c2cc(NS(=O)(=O)c3ccc(F)cc3)ccc2O[C@H]1CN(C)Cc1ccc(C(F)(F)F)cc1 | -7 | -2 | 2.0 | 59
COCC(=O)N1CC2(CN[C@H](CO)c3c2c2ccc(OC)cc2n3C)C1 | 39 | -3 | 0.8 | /
C[C@@H]1CN([C@@H](C)CO)S(=O)(=O)c2ccc(C#CC3CCCCC3)cc2O[C@H]1CN(C)C | -60 | 14 | -0.7 | 118*
C[C@H](CO)N1C[C@H](C)[C@H](CN(C)S(C)(=O)=O)Oc2ncc(C#CC3CC3)cc2C1=O | 15 | / | -1.1 | 54
C[C@@H]1CCCCO[C@@H](CN(C)Cc2ccc(C(=O)O)cc2)[C@@H](C)CN([C@H](C)CO)C(=O)c2cc(NC(=O)c3ccncc3)ccc2O1 | 32 | -14 | -0.5 | 64
CN1C(=O)c2cc(NC(=O)c3cccc(F)c3)ccc2OC[C@H]2O[C@H](CC(=O)NCC3CC3)CC[C@@H]21 | -2 | 1 | 0.7 | /
Cc1noc(C)c1NC(=O)N(C)C[C@@H]1Oc2ccc(NC(=O)c3ccncc3)cc2CC(=O)N([C@H](C)CO)C[C@H]1C | -3 | 0 | -19 | 18
COCC#Cc1ccc2c(c1)O[C@H](CN(C)C(=O)NC(C)C)[C@@H](C)CN([C@H](C)CO)S2(=O)=O | / | 0 | 0.6 | 34
Cc1ccc(S(=O)(=O)Nc2ccc3c(c2)C(=O)N([C@@H](C)CO)C[C@H](C)[C@H](CN(C)C(=O)CCC(F)(F)F)OCCCC[C@@H](C)O3)cc1 | -25 | / | 1.3 | -65
CO[C@H]1CN(C)C(=O)c2cc(NC(=O)c3cnccn3)ccc2OC[C@@H](C)NC[C@@H]1C | 30 | / | 3.2 | 11
COCC#Cc1cnc2c(c1)C(=O)N([C@H](C)CO)C[C@H](C)[C@H](CN(C)C(=O)CN1CCOCC1)O2 | 8 | -3 | -0.7 | /
CCCN1C[C@H](C)[C@H](OC)CN(C)C(=O)c2cc(NC(=O)c3ccccc3F)ccc2OC[C@H]1C | 26 | / | 0.2 | 0
c1ccc(CN2C[C@@H]3N[C@H](C2)C3c2ccc(-c3ccccc3)cc2)cc1 (stereo partly specified) | 21&-59 | -6&-77 | -2.6&-1.0 | /
